AID2073 – disruptors of CaV2.2 binding to Mint1 – biochemical, HTRF (AID 2073) | HTRF protein-protein interaction, Mint1-CaV2.2; higher % means a stronger effect | one-dose inhibition, % at 20 µM; IC50 in µM for titrated hits | hit rate 0.19% among 290,000; in the data active means inhibition mostly above about 51%, no sharp cut-off; further: some results filed as inactive read as strong as hits
MT stabilize HCS – microtubule stabilization, imaging screen. HeLa tubulin immunostaining HCS, 24 h; share of cells brighter than vehicle mean+2SD. % tubulin-high responders, % at 10 µM. hit rate 0.83% among 200,000. AID 2205;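 active means plate Z-score above 3 for both tubulin-high and condensed-nucleus cell shares, with cell loss under 80%, at 10 µM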;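 further: anti alpha tubulin signal scored within the nucleus-defined area of each cell; some results filed as inactive read as strong as hits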
Autophagy HCS – alters autophagy in cells | hit rate 0.98% among 190,000 | calls only at 10 µM (by protocol) | AID 463193 | MEF GFP-LC3 puncta imaging; test concentration mostly 10 µM;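 active means percentage of spot-positive cells more than 3 SD above its plate mean, without a fluorescence outlier flag or 80% toxicity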;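 further: spot-positive cell cutoff set from DMSO-treated cells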
Yfh1-depleted yeast – enhancers of respiration in Yfh1-depleted yeast, dose response, Friedreich's ataxia, plus single-dose screen (AID 1465). hit rate 0.074% among 220,000. S. cerevisiae Yfh1-off respiration, WST-1 reduction, 72 h; higher fold induction means a stronger effect. fold induction at 50 µM, or EC50 in µM where a hit was titrated;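 active means fold induction of absorbance versus untreated yeast above a set limit, then at least 30% activation at any dose in follow-up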;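 further: activators that raise dye reduction in frataxin-depleted yeast; strong numbers were not always called active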
bCat nuc transl – alters nuclear translocation of beta-catenin in HeLa cells | nuclear translocation activity, % at 5 µM | AID 1665 | hit rate 0.3% among 190,000 | immunofluorescence imaging;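 active means nuclear translocation activity above 50% at 5 µM, with a well cell count of 50 or more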;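 further: per-cell ratio of nuclear to cytoplasmic median beta-catenin stain intensity; plate controls were DMSO negative control for no effect and GSK-3 inhibitor IX positive control for full effect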
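assay system = human HeLa cells, endogenous beta-catenin | times = compound treatment 24 h, 37°C, 5% CO2 | detection = Anti-beta-catenin immunofluorescence on PFA-fixed, Triton-permeabilized cells, DAPI nuclei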
Dynein transport – dynein cargo transport inhibition; hit rate 0.47% among 220,000; 3617.4 mouse cells, GR-EGFP nuclear translocation imaging; test concentration mostly 20 µM; stimulated with dexamethasone, 1 µM; active compounds read low; z-score, hits read low;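 active means plate z-score of nuclear minus cytoplasmic receptor signal below a set negative limit, without overly bright fluorescence or cell loss, cut at about -3.5 in these data, passing the limit was not always enough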;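 further: z-score of nuclear minus cytoplasmic ring GR-EGFP intensity difference per well; some compounds called inactive have numbers as strong as hits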
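Buffer or medium – tet-free medium with charcoal-stripped serum · Signal – automated 10x imaging of fixed Hoechst-stained cells · Also added – dexamethasone agonist, 1.0 µM final, for 30 min · Incubation – induction 48 h, compound 1 h, agonist 30 min · Read-out – GR-EGFP nuclear translocation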
Ins promoter up – MIN6 insulin promoter up-regulation. MIN6 insulin promoter-GFP reporter, high-content imaging; active compounds read high. z-score at 5 µM. AID 1625. hit rate 0.3% among 190,000;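 active means z-score above 3 at 5 µM with at least 500 cells counted in the well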
WT yeast gro inh – growth inhibition of WT yeast, mitochondrial fusion screen; mitochondrial fusion phenotypic screen, WT strain; inhibition, % at 10 µM; hit rate 2.1% among 190,000; AID 1362; in the data active means inhibition above about 58%; tested in S. cerevisiae
HIV peptide binding – inhibitors of HIV fusion peptide binding, primary screen, biochemical, uHTS, fluorescence dequenching (AID 1986); cell-free peptide binding, fluorescence dequenching, 30 min; higher % means a stronger effect; inhibition, % at 20 µM; hits with a dose series show IC50 in µM; hit rate 0.3% among 290,000; in the data active means inhibition mostly above about 52%, no sharp cut-off; inactive means mostly below about 76%; further: some results filed as inactive read as strong as hits
WT yeast gro inh mutant strain – second read-out of WT yeast gro inh, no call of its own (marks repeat the call); inhibition, %; mitochondrial fusion phenotypic screen, mutant strain inhibition
Dynein transport cytoplasmic EGFP – also measured in Dynein transport; calls as there; z-score; measured here: cytoplasmic GR-EGFP intensity; active compounds read high
Dynein transport nuclear GR-EGFP – also measured in Dynein transport; calls as there; z-score; measured here: nuclear GR-EGFP intensity;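 lower value marks the stronger effect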
Dynein transport cell count – further read-out of Dynein transport, marked with its call; z-score; measured here: cell count per field
Ins promoter up cell count – also measured in Ins promoter up; calls as there; cell count; measured here: cytotoxicity, nuclei count;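 total cells summed across four imaged fields per well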
bCat nuc transl cell count 5 µM – recorded beside bCat nuc transl, whose call it bears; cell count; measured here: cell count, cytotoxicity flag
MT stabilize HCS Hoechst-high % – recorded beside MT stabilize HCS, whose call it bears; % Hoechst-high responders; measured here: nuclear condensation Hoechst responders;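 share of cells brighter than vehicle mean plus two SD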
MT stabilize HCS cytotoxicity % – further read-out of MT stabilize HCS, marked with its call; toxicity, %; measured here: cytotoxicity by cell density;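 0% = mean cell density of plate MIN control wells and 100% = no cells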
Autophagy HCS cell loss 18 h – further read-out of Autophagy HCS, marked with its call; toxicity, %; measured here: cell loss, nuclei count;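 cell loss after 18 h compound exposure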
* marks the source's active call; other numbers are inactive results; i = inactive; . = not tested or not shown.

SMILES	AID2073	MT stabilize HCS	MT stabilize HCS Hoechst-high %	MT stabilize HCS cytotoxicity %	Autophagy HCS	Autophagy HCS cell loss 18 h	Yfh1-depleted yeast	bCat nuc transl	bCat nuc transl cell count 5 µM	Dynein transport	Dynein transport cytoplasmic EGFP	Dynein transport nuclear GR-EGFP	Dynein transport cell count	Ins promoter up	Ins promoter up cell count	WT yeast gro inh	WT yeast gro inh mutant strain	HIV peptide binding
COCC(C)n1c(C)cc(C(=O)COC(=O)C2=NN(c3ccccc3)C(=O)CC2)c1C (stereo not drawn)	0%	2.6	1.7	6.5	i	-3	i	0.8	1021	-0.34	1.3	-0.075	0.5	0.09	1209	1	10	1.0%
NC(=O)c1ccsc1NC(=O)COC(=O)Cc1ccsc1	8%	3.5	1.3	2.2	i	3	i	-1.4	1046	-0.26	0.0069	0.15	-0.045	0.07	1881	-18	-5	2.9%
Cc1ccccc1C(=O)c1cccn1CC(=O)NCCCN1CCc2ccccc2C1	-4%	5.4	1.8	4.8	i	3	i	0.0	970	1.4	-0.3	1.4	-1.7	-2.2	1167	5	6	1.9%
COc1ccccc1NC(=O)C(=O)N/N=C/c1cccs1	9%	5.1	2.3	4.4	i	-17	i	0.0	1059	-0.12	-0.069	0.066	0.55	0.5	1447	-3	4	-0.3%
CCc1nc(NCc2cccnc2)c2oc3ccccc3c2n1	-5%	2.0	1.2	7.1	i	-18	i	-1.9	1051	-0.35	-0.19	0.66	-0.3	-0.89	591	1	16	-0.1%
CN(CC(=O)Nc1cccc(F)c1)CC(=O)Nc1ccccc1[N+](=O)[O-]	15%	2.6	1.6	1.6	i	6	i	-0.6	1069	0.36	-0.26	0.2	-0.31	.	.	0	0	1.1%
Cc1occc1C(=O)N/N=C/C1=C(N2CCOCC2)C(=C\c2ccc(Cl)cc2)/CC1	32%	2.8	2.4	8.9	i	5	i	5.0	1113	0.28	3.8	1.4	-0.019	0.47	1533	-12	17	9.3%
Cc1ccc(N2CC(C(=O)NCC3CCCO3)CC2=O)cc1Cl (stereo not drawn)	9%	3.7	2.1	3.4	i	10	i	-7.1	975	0.39	-0.19	0.32	0.51	-0.31	1098	-2	-4	15%
O=C(O)c1cccc2c1C(=O)c1cccc3snc-2c13	-3%	.	.	.	.	.	i	-0.8	1133	-0.81	-0.25	-0.42	1	-0.41	1423	.	.	2.4%
O=C(CCCN1C(=O)CCC1=O)Nc1ccccc1F	3%	1.9	1.5	2.9	i	8	i	.	.	-0.31	-0.26	0.0058	0.49	1.7	922	-16	3	-1.4%
CC(/C=N/Nc1nc(N2CCCCC2)nc(N2CCCCC2)n1)=C\c1ccccc1	-1%	3.1	3.1	0.9	i	-8	i	1.4	1412	-0.38	-0.14	0.51	-0.56	-0.92	940	11	-1	3.5%
O=C(NCCN1CCCC1)c1cccc(Cl)c1	11%	5.9	3.0	3.8	i	16	i	-6.7	1109	-0.27	-0.26	0.44	0.84	0.03	1634	4	5	-0.1%
CC(C)C(=O)NC(=S)Nc1ccc(S(=O)(=O)N2CCCC2)cc1	2%	2.3	1.6	8.6	i	0	i	-0.3	939	-0.19	-0.27	-0.13	1.2	-0.3	1185	-6	-6	-0.8%
COc1ccc(C2SCC(=O)N2c2nnc(C34CC5CC(CC(C5)C3)C4)s2)cc1 (stereo not drawn)	-8%	1.9	1.6	6.2	i	7	i	-0.5	987	0.2	-0.26	0.37	0.43	-0.33	1338	26	-7	-1.5%
COc1cc(/C=N/O)cc(Br)c1OC	2%	3.9	3.4	0.8	i	-6	i	-3.2	470	0.72	-0.22	0.64	-1.4	-0.08	1200	-7	11	0.0%
CCCn1nc(NC(=O)c2ccco2)c2cc3cc(C)ccc3nc21	24%	.	.	.	.	.	i	4.1	1249	0.43	-0.076	0.11	-2.2	-0.25	1187	.	.	7.8%
O=C(CCn1cnc2ccccc2c1=O)Nc1ccc(S(=O)(=O)N2CCCC2)cc1	-4%	1.7	2.0	2.6	i	2	i	-1.1	1086	0.035	-0.27	0.2	0.79	0.2	1746	1	5	2.6%
Cn1c(-c2ccccc2)c(C(=O)CC#N)c2ccccc21	5%	4.7	2.9	6.7	i	-4	i	-3.0	1068	-0.29	0.16	0.21	-0.22	0.49	1157	0	36	0.0%
Cc1nc2nc(COc3ccccc3)[nH]n2c(=O)c1Cl	-3%	2.0	2.2	10	i	4	i	-2.9	1168	0.36	-0.4	0.14	-0.56	0.24	1195	5	19	2.5%
O=C(c1ccc(Br)o1)N1CCc2ccccc21	2%	1.4	1.0	5.0	i	8	i	-2.5	975	-0.95	-0.26	-0.37	1.2	0.72	1457	2	8	-0.8%

Quoted at random: 2 records from the list.
SMILES	AID2073	MT stabilize HCS	MT stabilize HCS Hoechst-high %	MT stabilize HCS cytotoxicity %	Autophagy HCS	Autophagy HCS cell loss 18 h	Yfh1-depleted yeast	bCat nuc transl	bCat nuc transl cell count 5 µM	Dynein transport	Dynein transport cytoplasmic EGFP	Dynein transport nuclear GR-EGFP	Dynein transport cell count	Ins promoter up	Ins promoter up cell count	WT yeast gro inh	WT yeast gro inh mutant strain	HIV peptide binding
Cc1ccc(N2CC(C(=O)NCC3CCCO3)CC2=O)cc1Cl (stereo not drawn)	9%	3.7	2.1	3.4	i	10	i	-7.1	975	0.39	-0.19	0.32	0.51	-0.31	1098	-2	-4	15%
O=C(NCCN1CCCC1)c1cccc(Cl)c1	11%	5.9	3.0	3.8	i	16	i	-6.7	1109	-0.27	-0.26	0.44	0.84	0.03	1634	4	5	-0.1%

Individual results from the list:
Reading of `Cc1nc2nc(COc3ccccc3)[nH]n2c(=O)c1Cl` under MT stabilize HCS cytotoxicity %: 10
Reading of `COc1cc(/C=N/O)cc(Br)c1OC` under bCat nuc transl: -3.2
Reading of `COCC(C)n1c(C)cc(C(=O)COC(=O)C2=NN(c3ccccc3)C(=O)CC2)c1C` (stereo not drawn) under Dynein transport nuclear GR-EGFP: -0.075

Next section:
SMILES	AID2073	MT stabilize HCS	MT stabilize HCS Hoechst-high %	MT stabilize HCS cytotoxicity %	Autophagy HCS	Autophagy HCS cell loss 18 h	Yfh1-depleted yeast	bCat nuc transl	bCat nuc transl cell count 5 µM	Dynein transport	Dynein transport cytoplasmic EGFP	Dynein transport nuclear GR-EGFP	Dynein transport cell count	Ins promoter up	Ins promoter up cell count	WT yeast gro inh	WT yeast gro inh mutant strain	HIV peptide binding
O=C(O)CCN1c2ccccc2Sc2ccccc21	6%	.	.	.	.	.	i	2.3	1050	3.2	-0.1	2.1	-2.4	-0.01	1424	.	.	3.3%
Cc1ccc2cc(C#N)c(SCC(=O)NNC(=O)Cc3ccccc3)nc2c1	5%	2.8	2.2	6.7	i	-12	.	.	.	0.9	-0.15	0.26	-0.57	0.14	1137	-4	6	-1.1%
CCO[C@@H]1OC(C(=O)NCc2ccccc2)=C[C@H](c2ccccc2)[C@H]1CCCO	4%	2.4	0.9	3.7	i	15	i	-1.9	1083	1.5	0.17	1.4	-2.8	-0.56	1280	5	8	-0.8%
CCOC(=O)c1ccc(N=Cc2nc(-c3ccccc3)oc2OC(C)=O)cc1	10%	1.8	1.3	8.6	i	3	i	-6.0	1211	0.42	0.41	0.61	-0.033	-0.54	1080	8	8	2.2%
COC(=O)/C(=C\c1cc(OC)c(OC)c(OC)c1)c1nc2ccccc2[nH]1	2%	5.6	3.0	2.2	i	0	i	0.9	982	-2.7	3.6	-1.8	-1.5	0.53	1112	5	4	0.1%
NC(=O)C1CCN(CC(=O)Nc2cccnc2Cl)CC1	2%	4.5	3.2	4.3	i	0	i	0.4	1081	-0.62	-0.27	-0.41	0.46	.	.	-4	4	-1.3%
Cn1nc(C(C)(C)C)cc1C(=O)NNC(=O)c1ccc(C(F)(F)F)cc1	2%	.	.	.	.	.	i	-0.4	1317	-0.7	-0.21	-0.28	0.62	.	.	.	.	2.6%
Cc1ccc2cc(COC(=O)c3cccc([N+](=O)[O-])c3)c(=O)[nH]c2c1	14%	.	.	.	.	.	i	1.5	1290	0.45	-0.25	0.17	0.18	-0.22	1107	.	.	2.7%
COC(C[C@H](O)CC(=O)[C@H](C)OCc1ccccc1)OC	5%	.	.	.	.	.	i	0.1	1384	-0.65	-0.81	-0.29	0.39	0.33	986	.	.	1.3%
COc1ccc(-n2c(=O)/c(=C\c3cccs3)s/c2=C(/C#N)C(=O)NCCN2CCOCC2)cc1	20%	4.5	2.2	11	i	6	i	0.9	1138	0.28	-0.31	-0.18	0.00056	-0.64	1268	-15	2	25%
CCOCCCNC(=S)N1C2CCC1CC(NC(=O)Nc1ccc(C(=O)OCC)cc1)C2 (stereo not drawn)	-7%	3.1	1.3	10	i	6	i	1.4	967	1.7	1.1	1.5	-1.2	0.25	1605	0	-5	-2.1%
O=[N+]([O-])c1ccc(N2CCN(C(=S)NC3CCCCC3)CC2)cc1	-27%	1.1	0.8	1.6	i	10	i	2.1	1425	0.64	0.19	0.21	-0.28	-0.03	1287	2	1	-4.6%
CN(C)C(=O)N1CCC(C(=O)NCc2ccc(F)cc2Cl)CC1	-6%	5.5	2.7	12	i	-3	i	.	.	0.65	-0.14	0.92	0.56	-0.18	1245	-5	13	-0.6%
COc1ccc(/C=N/NC(=O)c2ccc3nc[nH]c3c2)c(OC)c1OC	-4%	.	.	.	.	.	i	-0.5	1310	1.1	-0.24	1.3	-1.2	.	.	.	.	-0.6%
CC(C)Oc1ccc(NC(=O)Oc2ccccc2)cc1	-8%	6.7	2.3	15	i	15	i	-1.7	793	0.44	-0.22	0.05	-0.74	-0.79	1021	8	-6	-1.8%
CCOC(=O)/C(C#N)=C/c1c(Oc2cccc(C)c2)nc2c(C)cccn2c1=O	5%	3.3	1.7	4.7	i	9	i	-1.9	494	-0.79	3.9	0.54	-0.45	0.11	1347	1	2	0.2%
CC(=O)c1cccc(NC=C2C(=O)OC3(CCCCC3)OC2=O)c1	4%	2.0	1.1	7.7	i	-2	i	-1.4	1386	-0.63	-0.23	-1.1	0.52	-0.55	1626	-3	14	-2.4%

Screening data from PubChem BioAssay.
